Screening results from PubChem BioAssay.
ATXN2 expr inh – reduces ATXN2 reporter expression in HEK-293 cells; HEK-293 ATXN2-luciferase reporter, luminescence, 24 h; Potency, µM (titrated, usually from 57 µM), without a hit: at the highest dose activity change, negative = inhibition, actives largely listed as inhibitors; 360,000 tested, 0.72% active; AID 1745845; note: % is set by controls: 0 for no effect and ±100 for the full control effect; nearly all actives have a fitted effect of over 55% in size
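qHTS (up to 57 uM final) was run with 24 h compound exposure of reporter cells at 37 °C. Each well was multiplexed: SteadyGlo luminescence measured ATXN2-luciferase expression after a fluorogenic Gly-Phe-AFC viability readout (25 uM final).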
MCF10A rereplic – DNA re-replication induction in MCF 10a cells. MCF 10A DNA re-replication, Hoechst nuclear intensity, 48 h. Potency, µM (titrated, usually from 46.1 µM), for inactives: at the highest dose activity, positive = re-replication, usual class: activators. 350,000 tested, 2.9% active; note: % of control where 0% means no effect; nearly all actives have a fitted effect of over 50% in size
ATXN viability – reduces viability in counter-screen for ATXN expression inhibitors; Potency, µM (doses to about 56.7 µM), actives largely listed as cytotoxic; S2 cells (HEK-293 line with an ATXN2-luciferase reporter) viability, CellTiter-Fluor protease fluorescence, 24 h; 400,000 tested, 0.49% active; note: nearly all actives have a fitted effect of over 40% in size
Nrf2 ARE act – activates Nrf2 signaling; AREc32 ARE-luciferase reporter (MCF7-derived line), luminescence, 24 h; Potency, µM (titrated, usually from 46.1 µM), for inactives: at the highest dose activation, most hits filed as activators; 410,000 tested, 0.31% active; AID 624171; note: % of control where 0% means no effect; nearly all actives have a fitted effect of over 65% in size
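Quantitative high-throughput format: AREc32 reporter cells, 1000 per well, received compound by pin transfer and were incubated 24 hr at 37 deg C, 5% CO2, before Steady-Glo luminescence detection.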
HepG2 tox – HepG2 cytotoxicity, counter-screen for TGF-b inhibitors; Potency, µM (series often up to 46.1 µM), inactives show at the top dose activity change, negative = cytotoxicity, most hits filed as cytotoxic; 410,000 tested, 0.76% active; HepG2 CAGA-GFP viability, ATP luminescence, 18 h; note: some results filed as inactive show a strong effect at the top dose
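CellTiter-Glo luminescence gave cytotoxicity after 18 hours at 37 degrees C. The cells were HepG2 CAGA-GFP in 1% FBS DMEM, stimulated with 500 pg/mL TGF-beta after compound addition. %Activity was normalised to no-cell wells (complete cell-killing) and DMSO (no toxicity), and curves were fitted and classified.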
TGFb SMAD3 inh – blocks TGF-b signaling; 410,000 tested, 1.2% active; HepG2 CAGA-GFP TGF-b/SMAD3 reporter, GFP fluorescence, 18 h; TGF-beta stimulated, 500 pg/mL final; Potency, µM (highest dose often 46.1 µM), without a hit: at the top dose activity, negative = inhibition, actives largely listed as inhibitors; note: % is set by controls: 0 for no effect and ±100 for the full control effect; nearly all actives have a fitted effect of over 65% in size
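TGF-beta reporter screen: HEPG2 CAGA-GFP, 1% FBS, 500 pg/mL TGF-beta final, 18 h; per-cell GFP summed per well; curves fitted and categorized by class.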
Nrf2 block – Nrf2 pathway inhibition | A549 ARE-Fluc reporter, luciferase luminescence, 18-24 h | Potency, µM (highest dose often 46 µM), for inactives: top-dose activity change, negative = inhibition, usual class: inhibitors | 360,000 tested, 2.1% active; note: % is set by controls: 0 for no effect and ±100 for the full control effect; nearly all actives have a fitted effect of over 60% in size
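Concentration-response testing used A549 ARE_Fluc cells at 5000 cells/well. Following an 18-24 h compound incubation, viability was read by fluorescence (Ex 405/Em 525) and luciferase output by luminescence.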
A549 viability – counter-screen for Nrf2 inhibitors: cytotoxicity in A549 cells | A549 ARE-Fluc cells, CellTiter-Fluor viability, 18-24 h | Potency, µM (highest dose often 46 µM), for inactives: top-dose activity change, negative = cytotoxicity, most hits filed as inhibitors | 390,000 tested, 0.16% active | AID 504648; note: % is set by controls: 0 for no effect and ±100 for the full control effect
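A549 ARE-Fluc cells in 5% FBS OPTI-MEM, 5000 cells/well, rested 2 h then exposed to compounds in concentration-response for 18-24 h at 37 °C. Viability by CellTiter-Fluor fluorescence (Ex 405/Em 525) after 30 min; luciferase luminescence (BugLite, 15 min, RT) read afterwards.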
EPAC2 antag – antagonists of human EPAC2. Q8WZA2. Potency, µM (top dose mostly 114 µM), for inactives: at the highest dose activity, negative = inhibition, most hits filed as inhibitors. EPAC2 GEF exchange of Rap1B-BODIPY-GDP, fluorescence. 360,000 tested, 0.18% active; note: % is set by controls: 0 for no effect and ±100 for the full control effect; nearly all actives have a fitted effect of over 45% in size; many of its hits are not listed in these tables
Target sequence (Q8WZA2 whole entry, looked up): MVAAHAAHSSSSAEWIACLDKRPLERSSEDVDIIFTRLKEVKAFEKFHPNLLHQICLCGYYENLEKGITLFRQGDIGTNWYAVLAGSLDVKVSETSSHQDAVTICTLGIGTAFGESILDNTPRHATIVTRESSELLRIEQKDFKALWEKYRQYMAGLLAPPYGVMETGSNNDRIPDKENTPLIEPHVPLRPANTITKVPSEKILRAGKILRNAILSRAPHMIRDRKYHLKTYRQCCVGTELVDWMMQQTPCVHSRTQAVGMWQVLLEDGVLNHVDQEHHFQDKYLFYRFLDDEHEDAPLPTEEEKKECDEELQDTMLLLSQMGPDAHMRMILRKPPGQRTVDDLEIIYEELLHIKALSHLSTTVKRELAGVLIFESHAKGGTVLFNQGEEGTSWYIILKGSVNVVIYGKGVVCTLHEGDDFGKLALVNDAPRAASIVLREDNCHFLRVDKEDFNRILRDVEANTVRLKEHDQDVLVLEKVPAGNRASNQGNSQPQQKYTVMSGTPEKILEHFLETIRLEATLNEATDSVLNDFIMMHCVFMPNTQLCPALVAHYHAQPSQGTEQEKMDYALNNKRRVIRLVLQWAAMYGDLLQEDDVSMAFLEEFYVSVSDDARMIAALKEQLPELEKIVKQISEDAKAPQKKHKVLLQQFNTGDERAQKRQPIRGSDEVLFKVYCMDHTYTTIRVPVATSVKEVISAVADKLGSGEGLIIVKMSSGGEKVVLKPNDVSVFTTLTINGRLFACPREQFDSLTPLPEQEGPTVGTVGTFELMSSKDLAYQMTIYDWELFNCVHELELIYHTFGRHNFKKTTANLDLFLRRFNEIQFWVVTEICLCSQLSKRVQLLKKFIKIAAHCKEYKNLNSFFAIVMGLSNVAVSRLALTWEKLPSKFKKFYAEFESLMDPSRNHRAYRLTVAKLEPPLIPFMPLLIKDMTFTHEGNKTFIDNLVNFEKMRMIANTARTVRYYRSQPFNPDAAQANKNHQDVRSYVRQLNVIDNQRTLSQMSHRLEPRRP
Numbers without * were called inactive; i = inactive; ? = inconclusive; . = not tested or not shown; & = joins results of further samples; [ ] = another dose, or the depositor's remark. Calls come from the whole dose curve; as a rule, active = well fitted curve in the direction sought with a large enough effect; inconclusive = small, poorly fitted or top-dose-only effect, or another doubt; inactive = no such curve, though single readings can be large; an effect the other way counts as inactive or inconclusive. Potency is the fitted concentration of half-maximal effect. Some of the compounds tested; the hit share may differ from the screen's.

| canonical_smiles | HepG2 tox | A549 viability | Nrf2 block | ATXN viability | TGFb SMAD3 inh | Nrf2 ARE act | ATXN2 expr inh | MCF10A rereplic | EPAC2 antag |
| --- | --- | --- | --- | --- | --- | --- | --- | --- | --- |
| CC(C)CCNC(=O)Cn1cc2c(n1)CCCCC2 | 7% | -10% | 0% | i | 16% | 0.3% | 2% | 11% | 6% |
| Cc1nc2ccc([N+](=O)[O-])cc2c(=O)n1Cc1cccc(F)c1 | 9% | 1% | 1% | ? | 0% | 2.3% | -6% | -4% | 7% |
| COc1ccccc1CNS(=O)(=O)c1cc(C(=O)NCC2CCCO2)c(Cl)cc1Cl (configuration not stated) | 3% | 2% | -7% | i | 12% | -0.1% | -13% | -8% | -7% |
| Cc1ccc(Cl)cc1NC(=S)NCc1cccn1C | 1% | 9% | 2% | i | -32% | 2.4% | -8% | -8% | 1% |
| COCCOc1cnn(-c2cc(Oc3ccc(C)cc3)ncn2)c(=O)c1Cl | -1% | -6% | 2% | i | 15% | 0.1% | 5% | ? | -1%[57.1 µM] |
| Cc1cccc(COc2ccc(/C=N/NC(=O)c3nnn(-c4nonc4N)c3COc3ccc(F)cc3)cc2)c1 | -1% | -9% | ? | ? | 22% | -0.2% | -33% | 15µM* | 0% |
| NNC(=O)c1ccc(O)cc1O | -2% | -3% | 10% | ? | 11% | 1.8% | 6% | 2% | 3% |
| CNC(=O)C1(C(F)(F)F)C/C(=C\Cc2ccccc2)CCCO1 (configuration not stated) | -3% | -1% | 3% | . | -25% | . | . | . | . |
| Cc1ccc(NC(=O)c2c(Nc3ccccc3C)sc(C(=O)c3ccccc3)c2N)cc1 | -54% | -19% | . | ? | ? | -0.3% | -9% | . | . |
| CNCCCOc1ccc(C)cc1OC | 7% | 4% | 2% | . | 10% | 0.6% | 7% | 28% | -1% |
| COCc1cc(=O)oc2cc(NC(=O)c3ccc(C(C)(C)C)cc3)ccc12 | -34% | -2% | -26% | i | -28% | -0.6% | ? | ? | -4% |
| COc1cc(/C=C(\C#N)C(=O)Nc2ccc(C(=O)O)cc2)ccc1OC(=O)c1cccc(F)c1 | -6% | -1% | -5% | i | 11% | -0.3% | 7% | -24% | -25% |
| O=c1/c(=C\c2cccc(O)c2)sc2nc(-c3ccccc3)c(-c3ccccc3)n12 | -5% | 24% | ? | ? | 12% | -0.4% | . | 4.6µM* | 5% |
| CCC(=O)Nc1nnc(S(=O)(=O)N(C)Cc2ccco2)s1 | 1% | 0% | -2% | i | 8% | 0.5% | -5% | 8% | 4% |
| Nc1cc(C(=O)N2CCN(c3ccccc3Cl)CC2)ccc1N1CC2CC(C1)c1cccc(=O)n1C2 (configuration not stated) | 0% | . | . | i | 2% | 0.4% | . | . | 0% |
| COc1ccccc1/C=C/C(=O)OC(C)CN1CCOCC1 (configuration not stated) | -9% | -6% | 23% | i | 1% | -0.5% | 1% | -53%[0.0737 µM] | 6% |
| CCn1c(CNC(=O)COc2ccc(C(C)C)cc2)nnc1SCC(=O)NC1CCCCC1C (configuration not stated) | -4% | -10% | ? | i | 10% | -0.3% | -22% | 14% | -4% |
| CC(C)N(CCNC(=O)c1oc(=O)c2ccccc2c1-c1ccccc1)Cc1ccco1 | -24% | -2% | 17% | i | -18% | 3.3% | -4% | 2% | -5% |
| COc1ccc(C2/C=C\CN(C(=O)CC(C)C)CC(=O)N2Cc2ccc(F)cc2)cc1 (configuration not stated) | -26%&-6% | -7%&-1% | 18%&3% | i | ? | 0.7% | -17% | 22% | -4% |
| CCc1ccc(Oc2c(C(F)(F)F)oc3c(CN4CCC(C)CC4)c(O)ccc3c2=O)cc1 | 6% | -5% | 10% | i | 0% | 0.2% | 0% | . | . |
| COc1ccccc1N1CCN(S(=O)(=O)c2c(C)[nH]c(C)c2C(=O)N2CCCC2)CC1 | 4% | 0% | 3% | i | 10% | 0.1% | 8% | -2% | 6% |
| Cc1ccc(C(=O)OCC(=O)NCCN2C(=O)CSC2=O)cc1 | 17% | -8% | 1% | i | 9% | -0.2% | . | -4% | 7% |
| O=C(NNC(=O)C1COc2ccccc2O1)c1ccccc1O (configuration not stated) | -39% | -5% | 2% | i | 0% | -0.7% | -5% | 8% | 15% |
| O=C(c1cc(S(=O)(=O)Nc2ccccc2F)c(Cl)cc1Cl)N1CCN(CCO)CC1 | -12% | ? | ? | i | ? | -0.2% | . | 2% | -26% |
| CSc1nsc(SC)c1NC(=O)Nc1ccccn1 | -17% | -13% | . | i | 0% | 10µM* | -6% | -2% | 8% |
| N#CCc1ccc(NS(=O)(=O)c2cccs2)cc1 | -8% | -1% | 0% | i | 32%[activator] | -0.9% | -7% | 0% | -5%[57.1 µM] |
| O=C(Cc1ccccc1)N(Cc1cccnc1)c1nc2c(F)cccc2s1 | -35% | -14% | . | . | 1.6µM* | 3.7% | . | . | . |
| O=C(O)c1cc(-c2ccc(/C=N/Nc3ccc(Cl)cc3)o2)ccc1Cl | -51% | -17% | 6% | i | 15% | 0.2% | 6% | ? | 4% |
| COC(=O)c1ccn(CC(=O)NC2CCCCC2)n1 | 3% | 0% | 7% | i | 14% | -0.6% | . | -3% | -7% |
| Cc1cn(C2CC3OCC3O2)c(=O)[nH]c1=O (configuration not stated) | -1% | -5% | 5% | i | -11% | 0.0% | 0% | 3% | 5% |

Ordered by the number under EPAC2 antag (rising): some entries from above.
SMILES | EPAC2 antag
COc1ccccc1CNS(=O)(=O)c1cc(C(=O)NCC2CCCO2)c(Cl)cc1Cl (configuration not stated) | -7%
NNC(=O)c1ccc(O)cc1O | 3%
COc1ccccc1N1CCN(S(=O)(=O)c2c(C)[nH]c(C)c2C(=O)N2CCCC2)CC1 | 6%

Next entries follow.
| canonical_smiles | HepG2 tox | A549 viability | Nrf2 block | ATXN viability | TGFb SMAD3 inh | Nrf2 ARE act | ATXN2 expr inh | MCF10A rereplic | EPAC2 antag |
| --- | --- | --- | --- | --- | --- | --- | --- | --- | --- |
| CCc1nc2c(sc3nc4c(cc32)COC(C)(C)C4)c(=O)n1CCN(CC)CC | -56% | 18% | ? | i | 0% | -0.1% | . | 3% | 2% |
| O=C(NCC(=O)N1CCN(c2ccc([N+](=O)[O-])cc2)CC1)c1ccco1 | -6% | ? | -21% | i | 19% | 0.5% | -4% | -17% | 1% |
| CSCCC(NC(=O)c1ccc(Cl)cc1Cl)C(=O)N1CCN(C(=O)c2ccccc2)CC1 (configuration not stated) | -1% | 0% | 3% | i | -1% | -0.4% | 2% | -5% | -5% |
| COc1cc(C(=O)OCCCN(C)C)cc(OC)c1OC | 0% | 1% | 3% | i | -2% | -0.2% | -5% | 5% | -4% |
| Cc1csc(NS(=O)(=O)c2ccc(Cl)cc2)n1 | -1% | 3% | 5% | i | -10% | -0.4% | . | 11% | 2% |
| Fc1cccc(Cc2c(-c3ccco3)nc3ccc(Cl)cn23)c1 | -51% | . | . | . | ? | ? | -2% | . | -13% |
| CCOc1ccc(CN(C)C(=O)CNC(=O)c2ccccc2)cc1 | -7% | 1% | -26% | i | 2% | 2.1% | 1% | 7% | -5% |
| Cc1ccc(NC(=O)CN(C)C(=O)COC(=O)C(C)(C)Oc2ccc(Cl)cc2)cc1 | 0% | -1% | 10% | i | 0% | -0.7% | 9% | 0% | ? |
| Cc1cc(CN(C)C(=O)c2cc(COc3ccc4ncccc4c3)on2)on1 | -18% | -17% | 4.6µM* | i | -12% | 1.7% | -10% | -1% | 3% |
| Oc1ccc(N=Cc2cc(Br)c(N3CCOCC3)o2)cc1 | 3% | -5% | 4% | ? | 11% | 4.2% | -5% | 29% | 27% |
| Cc1cc(NC(=O)c2ccc([N+](=O)[O-])cc2)no1 | 1% | 2% | 23% | i | 9% | -0.2% | 5% | 3% | 13% |
| C=CCn1c(SCC(=O)Nc2c(C)n(C)n(-c3ccccc3)c2=O)nc2sc(C)c(-c3ccccc3)c2c1=O | -15% | -13% | -44% | i | 0% | 3.5% | -1% | 18% | -3% |
| CN(C)c1ncnc2c1ncn2[C@H]1CN(Cc2ccc(Cl)cc2)C[C@@H](CO)O1 | 4% | . | . | i | 25% | -0.9% | 13% | . | 4% |
| Cc1cccc(-c2cc(NCCc3cccnc3)n3nccc3n2)c1 | -1% | . | . | i | -21% | 5.0% | -3% | . | 4% |
| CCOC(=O)N1CCC(NC(=O)c2ccc3c(c2)sc2nc(-c4ccccc4)cn23)CC1 | -35% | 0% | -16% | i | -24% | 5.0% | 7% | ? | 3% |
| COCc1cc(C)nc2sc3c(=O)oc(C)nc3c12 | -28% | 5% | 7% | i | -3% | 0.4% | 6% | 4% | -6% |
| CC1CC(C)CN(CCCNC(=O)c2ccc3c(c2)NC(=O)C(N2CCCCC2)S3)C1 (configuration not stated) | -23% | -7% | ? | i | 55%[activator] | 1.6% | -21% | ? | -13%[57.1 µM] |
| O=c1[nH]c2sc3c(c2c2nncn12)CCCC3 | -1% | -6% | . | i | -27% | -0.2% | -5% | 6% | -12% |
| COC(=O)CN(Cc1ccco1)S(=O)(=O)c1ccccc1 | -5% | -5% | 8% | i | ? | -0.1% | 2% | ? | -4% |
| O=S(=O)(c1cc(Cl)ccc1Cl)n1cccn1 | 2% | 0% | 4% | i | -13% | 0.3% | -11% | -6% | -2% |
| COc1cc(OC)nc(Nc2nc(C(N)CCc3ccccc3)cs2)n1 (configuration not stated) | -97% | . | . | ? | ? | -2.8% | ? | . | 10% |
| CCOc1ccc(C2c3c(oc4ccccc4c3=O)C(=O)N2CCCN2CCOCC2)cc1OCC (configuration not stated) | -17% | 2% | 4% | i | 0% | 2.9% | 0% | 2% | 5% |
| CC(=O)Nc1ccc(NC(=O)CCCc2c[nH]c3ccccc23)cc1 | -8% | 1% | ? | i | 0% | 0.3% | 1% | -7% | -5% |
| COc1cc2oc(=O)ccc2cc1[C@@H](O)[C@@H]1OC(C)(C)OC1(C)C | -11% | -6% | 7% | i | -2% | 0.4% | 1% | -19% | 2% |
| COc1ccc(C(=O)OCn2nnc3ccccc3c2=O)cc1OC | 0% | -2% | -6% | i | -3% | 0.6% | -2% | 7% | -1% |
| COc1ccc(CCNC(=O)Cc2c(C)c3c(cc(C)c4c(C)c(C)oc43)oc2=O)cc1OC | -17% | 0% | 7% | . | -22% | -0.1% | . | . | . |
